Bioassay records from PubChem.
STEP inh = inhibitors of human striatal-enriched phosphatase STEP | inhibition, % at 20 µM | recombinant STEP, OMFP fluorogenic substrate, fluorescence | 360,000 tested, 0.25% active | AID 588621 | P54829;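 active = inhibition at 20 µM, scaled per plate between control wells, above about 37%, limit read from the data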;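 also: 0% = DMSO with enzyme and substrate and 100% = substrate only without enzyme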
Target sequence (P54829 whole entry, looked up): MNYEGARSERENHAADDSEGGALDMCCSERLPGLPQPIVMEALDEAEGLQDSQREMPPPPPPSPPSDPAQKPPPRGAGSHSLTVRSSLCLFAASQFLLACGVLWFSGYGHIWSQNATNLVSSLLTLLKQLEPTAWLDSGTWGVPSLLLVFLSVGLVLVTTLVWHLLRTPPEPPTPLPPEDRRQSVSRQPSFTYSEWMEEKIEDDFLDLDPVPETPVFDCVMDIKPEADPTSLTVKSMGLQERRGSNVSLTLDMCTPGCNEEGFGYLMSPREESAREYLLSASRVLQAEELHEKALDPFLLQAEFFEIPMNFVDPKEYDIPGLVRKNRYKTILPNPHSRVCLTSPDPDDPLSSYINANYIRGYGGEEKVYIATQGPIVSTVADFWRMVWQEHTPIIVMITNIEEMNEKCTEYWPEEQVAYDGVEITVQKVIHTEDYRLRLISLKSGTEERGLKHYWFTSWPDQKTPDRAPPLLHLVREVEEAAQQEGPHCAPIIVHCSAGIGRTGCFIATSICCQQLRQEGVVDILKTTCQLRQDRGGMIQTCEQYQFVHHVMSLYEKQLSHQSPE
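System: STEP phosphatase, cell-free reaction; Buffer or medium: Bis-Tris pH 6.0 buffer with DTT, detergent; Incubation: 20 min at room temperature, dark; Measured by: fluorescence, 480/540 nm.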
LMPTP inh = LMPTP (human) inhibition; P24666; recombinant LMPTP-A, OMFP fluorogenic substrate, fluorescence intensity; inhibition, % at 20 µM; 360,000 tested, 0.22% active; AID 651560;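 active = compounds that cut the enzyme signal by at least half of the control window in the single-dose screen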;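 also: plate controls were DMSO wells with enzyme plus substrate for no effect and substrate without enzyme for full effect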
Target sequence (P24666 whole entry, looked up): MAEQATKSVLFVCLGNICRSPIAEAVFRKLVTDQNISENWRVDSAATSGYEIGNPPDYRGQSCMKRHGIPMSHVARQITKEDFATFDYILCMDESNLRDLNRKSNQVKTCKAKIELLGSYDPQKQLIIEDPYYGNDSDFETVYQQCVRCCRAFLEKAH
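Assay system: LMPTP-A, protein tyrosine phosphatase of low molecular weight / Medium: pH 6.0 Bis-Tris buffer with DTT and Triton X-100 / Schedule: 50 min enzyme reaction at room temperature, protected from light / Measured by: endpoint fluorescence intensity from OMFP dephosphorylation / Read-out basis: % inhibition relative to no-enzyme and uninhibited control wells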
Scp1 inh = inhibitors of human Scp-1 phosphatase. Q9GZU7. Recombinant Scp1, phosphopeptide, malachite green phosphate absorbance. inhibition, % at 20 µM. 340,000 tested, 0.88% active. AID 493091;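 active = inhibition above about 50% at 20 µM, limit read from the data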;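 also: plate controls were DMSO wells with enzyme for no effect and wells lacking enzyme for full effect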
Target sequence (Q9GZU7 76-261 limits assumed): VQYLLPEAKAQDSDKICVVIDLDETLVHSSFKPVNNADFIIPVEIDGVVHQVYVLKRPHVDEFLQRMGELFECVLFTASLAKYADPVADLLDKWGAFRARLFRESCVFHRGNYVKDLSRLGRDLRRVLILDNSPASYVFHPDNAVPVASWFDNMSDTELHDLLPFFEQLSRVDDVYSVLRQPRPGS
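Times: enzyme reaction 45 min at room temperature, colour 5 min, stabilisation 30 min. Material: SCP-1 catalytic fragment, aa 76-261. Medium: Acidic Tris acetate buffer with magnesium and detergent. Signal: colorimetric free-phosphate detection, absorbance 630 nm. Read-out basis: % inhibition of SCP-1 phosphate liberation. Reagent: Phosphorylated 17-residue peptide substrate.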
SUMO1 PPI mod = modulators of human SUMO1-mediated protein-protein interactions; 360,000 tested, 0.33% active; P63165; SUMO1 binding to a labelled peptide, TR-FRET, 1 h; inhibition, % at 20 µM; in the data active = inhibition above about 37%
Target sequence (P63165 whole entry, looked up): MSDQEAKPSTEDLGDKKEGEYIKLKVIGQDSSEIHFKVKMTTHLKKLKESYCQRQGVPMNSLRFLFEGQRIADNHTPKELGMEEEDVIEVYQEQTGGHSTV
NadD block = inhibitors of Staphylococcus aureus NadD; purified NadD enzyme, colorimetric absorbance read-out; 360,000 tested, 0.78% active; inhibition, % at 20 µM; in the data active = inhibition above about 26%; also: some compounds past the cut are filed as inactive
MT1-MMP act inh = MT1-MMP (human) activation inhibition | AID 651647 | GFP/RFP ratio change, % at 20 µM | P50281 | 360,000 tested, 0.061% active | HT1080 RFP-PRO-GFP cells, GFP/RFP ratio fluorescence, overnight; percent of plate control window, DMSO zero;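 active = GFP/RFP ratio change of at least 30% with cell ATP level not reduced by more than half and red fluorescence within 50% of control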; also: strong numbers were not always called active
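Assay system: HT1080 cells carrying an RFP-PRO-GFP reporter | Dosing: Single dose of 20 µM compound, 1% DMSO final | Incubation: Cells overnight before dosing, compound overnight, 37 °C, 5% CO2 | Evaluation: GFP/RFP fluorescence ratio | Control set: DMSO and RFP-L50D-GFP cell wells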
Rpn11 block = blocks the human proteasome subunit Rpn11; human 26S proteasome, Ub4-pepOG fluorescence polarization; 20S core pre-blocked with epoxomicin; O00487; 360,000 tested, 0.59% active; AID 588493; calls only at 20 µM;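 active = inhibition at 20 µM, scaled to each plate's controls, above about 33%, limit read from the data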
SKN-1 inh = blocks SKN-1 activity in C. elegans. C. elegans VP596 Pgst-4::GFP/RFP ratio, acrylamide-induced, 24 h. inhibition, % at 21.8 µM. 360,000 tested, 0.49% active;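 active = interference check ratio from 0.5 to 1.5 plus GFP to RFP signal ratio inhibition reaching or exceeding a fixed threshold, cut at about 30% in these data, passing the limit was not always enough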; also: some compounds called inactive have numbers as strong as hits
NRP1-CendR mod = alters CendR peptide binding to human NRP-1; O14786; FAM-RPARPAR peptide binding to NRP-1, fluorescence polarization; inhibition, % at 25 µM; 360,000 tested, 0.85% active; AID 602438;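 active = inhibition or corrected inhibition above about 18%, plus a signal ratio from 0.5 to 1.5, limit read from the data, passing the limit was not always enough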; also: strong numbers were not always called active
DNMT1 inh = blocks human DNA methyltransferase DNMT1 | P26358 | DNMT1 molecular beacon, Hinp1I cleavage, fluorescence | inhibition (reported as % activation of signal), % at 10 µM | 360,000 tested, 0.83% active; in the data active = inhibition above about 50%
An asterisk follows results filed as active; i = inactive; / = no result given; + = active, no number. Random draw from the library (roughly 3.9% active in at least one column).

item	NRP1-CendR mod	LMPTP inh	SUMO1 PPI mod	MT1-MMP act inh	SKN-1 inh	Rpn11 block	Scp1 inh	DNMT1 inh	NadD block	STEP inh	compound
1	-11.7	-2.0	1.6	-0.7	5.7	i	-3.8	-0.7	-6.1	-2.0	O=C(CSCc1n[nH]c(=O)[nH]1)NCCOc1cccc(Oc2ccccc2)c1
2	1.8	-0.4	-4.7	-0.4	11.5	i	-7.4	0.7	4.9	-3.2	Cc1nn(CC(=O)N2CCC(C(N)=O)CC2)c(=O)c2nn(-c3ccccc3)c(C)c12
3	-8.1	1.7	1.8	5.0	-0.5	i	-0.7	-2.1	-4.0	1.7	COC(=O)c1ccc(CSc2cc(C)c3cccc(C)c3n2)o1
4	14.6	0.2	1.7	0.2	9.0	i	-1.9	1.9	8.9	-4.1	Cc1ccc(S(=O)(=O)Nc2c(C)nc3nc[nH]n3c2=O)c(C)c1
5	1.9	-0.4	-0.3	-1.2	-8.7	i	0.3	1.7	-1.4	-0.2	Cc1ccc(CN2CCN(CC(=O)NC(C)CCc3ccccc3)C2=O)cc1 (stereo not drawn)
6	-5.8	-0.6	1.5	-2.2	1.5	i	-5.6	-2.0	8.6	-2.6	COCCNC(=O)c1ccccc1-c1nc(-c2ccccc2OC)no1
7	-2.0	-0.4	-1.4	1.0	-7.3	i	-10.5	4.5	-8.3	2.3	CN(NC(=O)c1ccc(Cl)cc1)c1ncc(C(F)(F)F)cc1Cl
8	-23.4	3.8	-10.9	5.7	9.7	i	/	-4.6	2.6	1.6	COc1cc(-c2cnc3c(NC=O)cc(-c4ccc(C)cc4)cn23)cc(OC)c1OC
9	-14.5	0.6	2.4	0.6	-1.5	i	-5.4	-1.3	0.8	3.1	COc1ccc(NC(=O)c2cc(C)on2)cc1
10	3.6	-6.1	-1.7	3.8	14.7	i	15.5	4.2	-2.0	-3.2	Fc1ccccc1N1CCN(c2ncnc3[nH]ncc23)CC1
11	-43.4	21.9	3.1	2.5	13.0	i	5.5	4.5	1.9	-1.7	Cc1cc(=O)[nH]c(SCC(=O)c2ccc(O)c(O)c2)n1
12	0.5	1.2	-0.3	-2.9	10.9	i	-4.3	0.1	0.4	-2.2	CCN1CCN(C(=O)CCc2nnc3ccc(N4CCN(c5cccc(OC)c5)CC4)nn23)CC1
13	-31.1	4.7	-2.4	-1.0	3.0	+	-5.7	5.4	33.9*	1.3	COc1ccc2oc(C(=O)Nc3nc(-c4ccccn4)cs3)c(C)c2c1
14	-12.1	-1.8	5.7	2.8	-3.1	/	/	/	-0.1	/	CC1(c2nc3ccccc3[nH]2)CCCC2=Nc3ccccc3CN21 (stereo not drawn)
15	-6.1	1.1	-12.4	/	13.4	i	-0.6	3.8	5.1	-1.4	COc1cc(/C=C/C(=O)NNC(=O)c2cccc(S(=O)(=O)N(C)C)c2)cc(OC)c1OC
16	1.2	0.1	3.3	4.9	-4.7	i	-4.3	-4.8	3.6	-1.1	CCOC(=O)c1ccc(S(=O)(=O)Nc2ccc3cn[nH]c3c2)cc1
17	-8.9	-1.9	-0.9	2.9	9.8	i	-13.9	1.0	-5.3	1.7	CCS(=O)(=O)N1CCC(C(=O)c2ccc(Cl)cc2)CC1
18	7.4	0.2	0.3	3.6	-0.5	i	-4.7	1.9	-4.0	-0.9	O=C(N/N=C/c1ccccc1O)C1CC(=O)N(c2ccc(F)cc2)C1 (stereo not drawn)
19	3.6	0.3	-0.6	-3.5	3.8	i	-4.6	-2.6	-4.1	5.3	CCOC(=O)c1c(NC(=O)C2COc3ccccc3O2)sc2c1CC(C)(C)NC2(C)C (stereo not drawn)
20	9.6	0.2	-5.1	-2.4	15.1	i	-7.9	0.6	-0.6	0.5	CSc1nsc(SCC(=O)Nc2ccccc2F)n1

By substructure: those above with a Cl atom (two)
item	NRP1-CendR mod	LMPTP inh	SUMO1 PPI mod	MT1-MMP act inh	SKN-1 inh	Rpn11 block	Scp1 inh	DNMT1 inh	NadD block	STEP inh	compound
7	-2.0	-0.4	-1.4	1.0	-7.3	i	-10.5	4.5	-8.3	2.3	CN(NC(=O)c1ccc(Cl)cc1)c1ncc(C(F)(F)F)cc1Cl
17	-8.9	-1.9	-0.9	2.9	9.8	i	-13.9	1.0	-5.3	1.7	CCS(=O)(=O)N1CCC(C(=O)c2ccc(Cl)cc2)CC1

New compounds follow:
item	NRP1-CendR mod	LMPTP inh	SUMO1 PPI mod	MT1-MMP act inh	SKN-1 inh	Rpn11 block	Scp1 inh	DNMT1 inh	NadD block	STEP inh	compound
21	5.5	-1.5	2.7	17.5	10.3	i	-5.2	4.6	4.3	-1.0	COc1ccc(CCn2c(=O)[nH]c3cc(C(=O)NCCN4CCOCC4)ccc3c2=O)cc1OC
22	-1.5	-2.3	1.9	1.3	-0.8	i	-5.5	-0.7	2.7	-0.6	COc1ccc(OCC(=O)NC2CC(C)(C)NC(C)(C)C2)cc1
23	-8.6	-2.9	7.7	1.8	3.1	i	-4.9	-1.6	0.4	3.3	CC1CCN(CCOc2cccc(Br)c2)CC1
24	-1.5	-0.2	1.7	0.8	8.8	i	-6.5	3.5	-5.6	1.0	CC(NC(=O)COC(=O)CSCc1ccccc1)c1ccccc1 (stereo not drawn)
25	-3.9	-0.5	1.6	-9.6	-0.3	i	-13.5	-1.8	1.9	-2.8	O=C(Cc1ccccc1)NCCSCc1ccco1
26	-6.3	-1.8	-0.3	3.7	-11.1	i	-9.0	13.9	-2.5	-2.0	Cc1nn(CC(=O)O)c(C)c1N
27	-8.2	-0.9	4.5	5.5	1.7	i	-3.5	-2.2	-6.1	0.4	CC(=O)N1c2ccc(S(=O)(=O)N3CCC(C(=O)Nc4ccc(F)cc4)CC3)cc2CC1C (stereo not drawn)
28	-15.7	-0.4	-2.5	0.8	-0.3	i	-4.9	3.0	0.6	1.5	COCCCn1c(SCC(=O)N2CCOCC2)nc2cc(Cl)ccc2c1=O
29	3.5	0.2	3.7	-1.4	1.9	i	-4.0	0.1	-2.8	-2.4	COc1cccc(Nc2ccc(-n3ccnc3)nn2)c1
30	3.9	-1.0	-2.0	5.6	7.7	i	1.5	3.8	-5.3	1.2	Cc1ccc(-c2nc(CS(=O)(=O)CC(=O)N3CCCCCC3)c(C)o2)cc1
31	3.0	2.7	1.5	5.1	-1.8	i	2.4	-23.3	15.9	0.3	C=C(C)CNC(=S)NNC(=O)CCn1c2ccc(Cl)cc2c2cc(Cl)ccc21
32	-6.7	-0.8	-3.8	-1.4	9.3	i	/	-4.8	-8.0	0.9	NNC(=O)Cc1cc(=O)[nH][nH]1
33	-4.5	1.3	-18.3	1.7	-2.0	i	-0.8	1.7	0.8	-0.4	COc1ccc(N=C2C(=O)N3c4c(cccc42)C(C)=CC3(C)C)cc1
34	8.3	1.0	7.4	0.1	6.3	i	/	1.1	-3.1	-3.9	CN(Cc1ccc2c(c1)CCCN2C)C(=O)[C@H]1O[C@@H](n2cnc3c(N)ncnc32)[C@H](O)[C@@H]1O
35	12.7	-0.9	-2.8	7.7	17.0	i	-6.7	-14.6	-1.5	0.2	COC(=O)c1c(C)oc2ccc(NS(=O)(=O)c3cc(OC)ccc3OC)cc12
36	-3.6	-1.0	1.5	0.4	-9.5	i	/	12.5	2.4	-2.6	Cc1cccc(NC(=O)CN2CCN(C(=O)c3cc(C4CC4)nn3-c3ccccc3)CC2)c1C
37	9.0	-2.1	3.1	-1.7	-13.1	i	3.9	2.0	-2.5	-1.8	Cc1ccccc1NC(=O)CN1C(=O)NC2(CCCCC2)C1=O
38	8.3	-2.0	4.3	-1.5	1.3	i	-13.2	-4.5	-5.3	-2.3	CN(C)S(=O)(=O)c1cc(NC(=O)COC(=O)CC2Sc3ccccc3NC2=O)ccc1Cl (stereo not drawn)
39	-1.1	-0.6	-26.9	2.3	0.9	i	-12.3	0.1	-5.3	-1.5	COc1cccc2cc(C(=O)NCCc3ccccc3)c(=O)oc12
40	-0.9	2.7	-12.9	-1.4	-3.2	+	-1.9	-3.8	-4.9	1.9	COc1ccc2cc(C(=O)C3CCCN(Cc4cnc(N5CCOCC5)s4)C3)ccc2c1 (stereo not drawn)
41	-6.2	0.3	-1.4	-0.9	-12.1	i	-3.4	-1.3	-5.6	-1.5	CCOc1ccc(N2CC(C(=O)Nc3nnc(CC)s3)CC2=O)cc1 (stereo not drawn)
42	-17.9	0.7	5.8	0.1	19.9	i	-4.4	9.9	-7.0	2.5	Cc1ccc(CCNC(=O)C2CC(c3cc(C(F)(F)F)cc(C(F)(F)F)c3)=NO2)cc1 (stereo not drawn)
43	-0.7	-1.8	-1.3	1.0	-21.3	i	-7.2	1.9	-5.1	-1.7	CCN(c1ccccc1)S(=O)(=O)c1cccc(C(=O)NCCN2CCOCC2)c1
44	3.8	0.0	-26.3	-4.3	-2.8	i	23.4	-2.7	0.4	-3.0	C[n+]1ccc(/C=C/c2ccc(Br)cc2)cc1

Filtered by structure: the entries above with an NH in an aromatic ring
item	NRP1-CendR mod	LMPTP inh	SUMO1 PPI mod	MT1-MMP act inh	SKN-1 inh	Rpn11 block	Scp1 inh	DNMT1 inh	NadD block	STEP inh	compound
1	-11.7	-2.0	1.6	-0.7	5.7	i	-3.8	-0.7	-6.1	-2.0	O=C(CSCc1n[nH]c(=O)[nH]1)NCCOc1cccc(Oc2ccccc2)c1
4	14.6	0.2	1.7	0.2	9.0	i	-1.9	1.9	8.9	-4.1	Cc1ccc(S(=O)(=O)Nc2c(C)nc3nc[nH]n3c2=O)c(C)c1
10	3.6	-6.1	-1.7	3.8	14.7	i	15.5	4.2	-2.0	-3.2	Fc1ccccc1N1CCN(c2ncnc3[nH]ncc23)CC1
11	-43.4	21.9	3.1	2.5	13.0	i	5.5	4.5	1.9	-1.7	Cc1cc(=O)[nH]c(SCC(=O)c2ccc(O)c(O)c2)n1
14	-12.1	-1.8	5.7	2.8	-3.1	/	/	/	-0.1	/	CC1(c2nc3ccccc3[nH]2)CCCC2=Nc3ccccc3CN21 (stereo not drawn)
16	1.2	0.1	3.3	4.9	-4.7	i	-4.3	-4.8	3.6	-1.1	CCOC(=O)c1ccc(S(=O)(=O)Nc2ccc3cn[nH]c3c2)cc1
21	5.5	-1.5	2.7	17.5	10.3	i	-5.2	4.6	4.3	-1.0	COc1ccc(CCn2c(=O)[nH]c3cc(C(=O)NCCN4CCOCC4)ccc3c2=O)cc1OC
32	-6.7	-0.8	-3.8	-1.4	9.3	i	/	-4.8	-8.0	0.9	NNC(=O)Cc1cc(=O)[nH][nH]1
